Screens deposited in PubChem by several laboratories.
rCAG binder: binders of r(CAG) RNA repeats, primary screen, biochemical, fluorescence; hit rate 1.3% among 370,000; r(CAG) RNA repeat, TO-PRO-1 dye displacement fluorescence; AID 651821, 2012; inhibition, % at 3 µM;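 active = inhibition above the plate cutoff, the mean of all test compounds on that plate plus 3 SD, cut at about 35% in these data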;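 note: 0% = DMSO alone and 100% = 100 µM mitoxantrone as full dye displacement; higher means more dye released from RNA so lower well fluorescence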
NR1D1 modulator: modulators of Rev-erb alpha DNA binding, primary screen, biochemical, FITC-DNA, fluorescence polarization, uHTS; Nuclear receptor subfamily 1 group D member 1 (Homo sapiens), P20393; Rev-erbα–FITC-DNA binding, 90 min; activity, % at 10 µM; hit rate 0.79% among 370,000;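 active = activity above about 14%, limit read from the data; passing the limit was not always enough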;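 note: 0% = DMSO wells with 35 nM protein and 100% = DMSO wells with 750 nM protein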
Target sequence (P20393 whole entry, looked up): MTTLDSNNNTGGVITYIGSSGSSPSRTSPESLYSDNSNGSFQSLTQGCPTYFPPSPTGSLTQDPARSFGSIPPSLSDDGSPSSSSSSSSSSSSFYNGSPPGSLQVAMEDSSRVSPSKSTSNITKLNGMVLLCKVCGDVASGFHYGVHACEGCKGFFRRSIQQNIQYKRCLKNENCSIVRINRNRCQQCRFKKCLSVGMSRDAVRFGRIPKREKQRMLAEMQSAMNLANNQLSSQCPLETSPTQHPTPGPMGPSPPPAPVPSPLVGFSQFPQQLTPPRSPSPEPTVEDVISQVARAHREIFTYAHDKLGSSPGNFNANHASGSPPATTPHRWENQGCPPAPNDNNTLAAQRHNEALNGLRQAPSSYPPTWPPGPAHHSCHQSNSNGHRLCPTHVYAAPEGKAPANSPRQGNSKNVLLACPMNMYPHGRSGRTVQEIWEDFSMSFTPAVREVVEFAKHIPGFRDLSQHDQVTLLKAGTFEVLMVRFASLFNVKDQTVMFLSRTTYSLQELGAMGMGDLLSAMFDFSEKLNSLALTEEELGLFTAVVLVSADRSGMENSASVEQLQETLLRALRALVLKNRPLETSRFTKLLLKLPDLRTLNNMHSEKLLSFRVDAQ
SIAE inh: human SIAE inhibitors, primary screen, biochemical, fluorescence polarization, FP-Rh probe, 1536-well HTS | Sialate O-acetylesterase (Homo sapiens), Q9HAT2 | SIAE FP-Rh probe binding | inhibition, % at 9.66 µM | hit rate 0.69% among 370,000 | AID 1053197, 2014;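 active = inhibition above a cutoff: mean of compounds within the control limits plus 3 SD of those, cut at about 17% in these data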;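 note: 0% = plate median of compound wells and 100% = probe without SIAE protein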
HTRA1 inh: HTRA1 serine protease inhibitors, primary screen, biochemical, fluorescence polarization, HTS; hit rate 0.5% among 340,000; recombinant HTRA1, FP-rhodamine activity-based probe; AID 504803, 2011; Q92743; inhibition, % at 5.96 µM; in the data active = inhibition above about 36%;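 note: 0% = enzyme with DMSO and 100% = wells lacking enzyme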
Target sequence (Q92743 whole entry, looked up): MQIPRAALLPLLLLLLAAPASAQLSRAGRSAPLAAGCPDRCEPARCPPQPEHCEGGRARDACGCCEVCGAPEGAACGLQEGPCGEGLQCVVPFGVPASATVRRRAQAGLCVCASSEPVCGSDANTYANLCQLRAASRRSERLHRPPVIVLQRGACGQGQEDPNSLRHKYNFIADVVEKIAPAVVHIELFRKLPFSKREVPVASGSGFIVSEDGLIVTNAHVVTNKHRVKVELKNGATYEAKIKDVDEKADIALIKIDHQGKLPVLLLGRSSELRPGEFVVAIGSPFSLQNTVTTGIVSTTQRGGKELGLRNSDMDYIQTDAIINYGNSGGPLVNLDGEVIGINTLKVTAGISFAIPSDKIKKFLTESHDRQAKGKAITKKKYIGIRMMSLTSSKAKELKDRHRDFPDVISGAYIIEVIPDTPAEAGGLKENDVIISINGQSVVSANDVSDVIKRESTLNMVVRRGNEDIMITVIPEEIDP
PRMT1 inh: PRMT1 methyltransferase inhibitors, primary screen, biochemical, fluorescence polarization; Protein arginine N-methyltransferase 1 (Homo sapiens), Q99873; recombinant PRMT1, activity-based probe fluorescence polarization; inhibition, % at 2.79 µM; hit rate 1.3% among 370,000;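 active = inhibition above about 21% made by adding two undisclosed values, limit read from the data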
ABHD4 inh: ABHD4 inhibitors, primary screen, biochemical, fluorescence polarization, mouse; (Lyso)-N-acylphosphatidylethanolamine lipase (Mus musculus), Q8VD66; purified mABHD4, FP-Rh probe fluorescence polarization; inhibition, % at 8.92 µM; hit rate 0.54% among 370,000; AID 720543, 2013;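 active = inhibition exceeding the mean over every tested compound plus 3 SD, cut at about 30% in these data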;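 note: 0% = plate median of compound wells and 100% = S159A mutant with DMSO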
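System: mouse ABHD4 enzyme, wild type / Medium: HEPES pH 7.0, NaCl, Pluronic buffer / Reagent: FP-Rh activity-based fluorescent probe / Control set: S159A mutant high control, sample median low control / Detection: fluorescence polarization with parallel and perpendicular emission, 525/598 nm / Schedule: 45 min + 60 min at 25 °C / Compound dosing: 8.92 µM, single dose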
LEDGF integ inh: blockers of LEDGF/p75-dependent integrase strand transfer – biochemical, TR-FRET, high throughput, primary screen; HIV-1 integrase (with human LEDGF/p75); TR-FRET IN-LEDGF/p75 DNA integration, Eu/Cy5; inhibition, % at 3.7 µM; hit rate 0.64% among 370,000; AID 743269, 2014;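 active = inhibition above the screen-wide mean plus 3 SD, cut at about 13% in these data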;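 note: signal is the Cy5 over europium emission ratio at 671 and 618 nm; 0% = plate median of compound wells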
PG9 binder: binders of HIV-1 gp120 antibody PG9, primary screen, biochemical, TR-FRET. HIV-1 gp120 / PG9 antibody interaction. TR-FRET gp120-PG9 antibody binding. inhibition, % at 6.7 µM. hit rate 0.43% among 360,000. AID 624416, 2012; in the data active = inhibition above about 8.5%
TCR-CD3 inh: inhibitors of human TCR-CD3 interaction, primary screen, biochemical, fluorescence, TAMRA-labeled TCR probe; T-cell receptor (TCR); inhibition, % at 9.4 µM; hit rate 0.37% among 360,000; AID 651800, 2012; in the data active = inhibition above about 19%;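 note: recombinant mutant TCR 2C K166C tagged with TAMRA read by polarization; 0% = receptor in buffer alone and 100% = receptor with positive control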
TDP2 inh: human TDP2 enzyme inhibitors, primary screen, biochemical, epi absorbance, recombinant enzyme. Tyrosyl-DNA phosphodiesterase 2 (Homo sapiens), O95551. T5PNP hydrolysis, p-nitrophenol absorbance 415 nm. inhibition, % at 12.8 µM. hit rate 0.34% among 370,000. AID 720702, 2013;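 active = inhibition above the mean of all tested compounds plus 3 SD, set per campaign, cut at about 25% in these data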;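 note: 0% = DMSO with enzyme and 100% = buffer with substrate but no TDP2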
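Evaluation: % inhibition relative to enzyme-containing and enzyme-free wells. Material: recombinant human TDP2. Benchmarks: enzyme-free and DMSO wells. Timing: enzyme reaction with compound for 2 h at 37 °C. Compound dosing: 12.8 µM only. Measured by: p-Nitrophenol epi absorbance. Reagent: T5PNP substrate at 5 mM, a TopII-DNA adduct mimic. Replication: single well per compound.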
The depositor's hits bear a star; . = no result given. Not all compounds are listed (hit frequency here may not be typical).

SMILES | rCAG binder | NR1D1 modulator | SIAE inh | HTRA1 inh | PRMT1 inh | ABHD4 inh | LEDGF integ inh | PG9 binder | TCR-CD3 inh | TDP2 inh
CC1CC(C)CN(c2nc(NCc3ccco3)nc(N)c2[N+](=O)[O-])C1 (stereo not given) | -3 | 1 | 3 | -22 | 0 | -6 | -1 | -1.7 | 1 | 1
Cc1ccc(C(=O)Nc2ccccc2-c2ccccc2)o1 | -5 | -2 | 2 | -2 | 0 | -3 | -1 | -1.6 | 2 | 0
CS(=O)(=O)N(CC(=O)NC1CCCC1)C1CCCCC1 | -7 | 2 | 7 | -1 | -6 | -1 | 6 | -3.4 | 4 | 5
O=C(CN(C(=O)C1CSC(=O)C1)c1cccc(F)c1)NC1CCCC1 (stereo not given) | -2 | 4 | -1 | -1 | 0 | 4 | -2 | 0.4 | 2 | -3
C#CC(=O)N(c1cccc(OC)c1)C(C(=O)NC1CCCC1)c1cccs1 (stereo not given) | -2 | -4 | 4 | -14 | -1 | -5 | 0 | -0.6 | 6 | -7
CCn1c(SCC(=O)NC2CCCCC2)nnc1C(CO)NC(=O)c1ccccc1 (stereo not given) | -3 | 2 | -4 | 1 | -1 | 0 | 3 | -1.4 | 2 | 6
Cn1cc(SCC(=O)Nc2nccs2)c2ccccc21 | 2 | -4 | 7 | -6 | 1 | 0 | -6 | -1.0 | -10 | 3
CCCCn1c(N)c(N(CCC(C)C)C(=O)c2c(C)noc2C)c(=O)[nH]c1=O | 2 | 0 | -3 | 0 | 1 | 10 | -2 | -0.1 | 0 | -9
Cc1cc(Nc2ccc(Br)cc2F)n2ncnc2n1 | -1 | -3 | 4 | -3 | 2 | 0 | -1 | -1.8 | 0 | 0
CCOC(=O)N1C(=O)C[C@](Sc2ccc(OC)cc2)(C(=O)N(C)C)[C@H]1c1ccc(OC)cc1 | 3 | 9 | 2 | . | 46* | 0 | -2 | . | . | 1
CC(C)C(NC(=O)c1ccc(F)cc1)C(=O)N1CCC1 (stereo not given) | 5 | 3 | -4 | 7 | 0 | 0 | 1 | 0.0 | 1 | -5
CCCCCC(O)(CCN1CCCCC1)c1ccc(OCC)cc1 (stereo not given) | -7 | -8 | -4 | 2 | -3 | 5 | -3 | -2.8 | 4 | -3
CCOC(=O)CCC(NC(=O)c1ccccc1C(=O)NC(CCC(=O)OCC)C(=O)OCC)C(=O)OCC (stereo not given) | -4 | -4 | -4 | 2 | 3 | -3 | -5 | 1.2 | -6 | 0
COc1ccc(N2CCN(C(=O)CCCCn3c(=O)[nH]c4ccsc4c3=O)CC2)cc1 | 0 | -4 | 5 | -4 | 1 | -1 | -2 | -2.9 | -1 | -1
Cc1cc(-c2ccccc2)nc(N(C)NC(=O)C(C)(C)C)c1S(C)(=O)=O | 3 | -6 | -1 | -4 | -3 | -8 | 8 | -2.5 | -1 | -14
O=C(NCCCN1CCCC1=O)Nc1ccccc1Cl | -4 | -1 | 3 | -3 | 0 | 3 | 2 | 0.8 | 6 | -1
COc1ccc(NC(=O)C2CCCN(S(C)(=O)=O)C2)c(OC)c1 (stereo not given) | -2 | 10 | -2 | -6 | 1 | -2 | -1 | 0.2 | -6 | -10
O=C(NC1=NCCCCC1)c1cccc2ccccc12 | -4 | 0 | -3 | 3 | 4 | -2 | -3 | -1.2 | -3 | 11
NC1=NC(=O)/C(=C\c2ccc(-c3ccc(Cl)cc3)o2)S1 | 48* | 3 | -11 | -13 | 2 | -12 | -2 | -2.1 | 4 | 1
Nc1nccnc1C(=O)OCc1nc2sc3c(c2c(=O)[nH]1)CCCC3 | 7 | -2 | -5 | -9 | 2 | -1 | -4 | 0.6 | -6 | -3
COc1ccc(/C=C2\CCCC3C2=NN(C(=O)COC(=O)CNC(=O)c2ccccc2)C3c2ccc(OC)cc2)cc1 (stereo not given) | 4 | -2 | -3 | -23 | -4 | -12 | 6 | -2.3 | -4 | -14
Cc1cccc2sc(NC(=O)CSc3nnnn3C)nc12 | 0 | 4 | -3 | 4 | -1 | -3 | -2 | -0.9 | -4 | -11
Cc1ccc(C)c(C2C(C#N)=C(N)Oc3cc(C)oc(=O)c32)c1 (stereo not given) | -1 | 2 | -5 | 3 | 0 | 0 | 1 | 0.8 | -3 | 11
O=C1CC(C(=O)Nc2cccc(Cl)c2)n2ncnc2N1 (stereo not given) | 2 | -4 | -14 | 3 | 3 | -1 | 2 | 0.7 | 3 | 7
O=S(=O)(c1ccc(Cl)s1)N1CCC(Cc2ccccc2)CC1 | -3 | 6 | -6 | -3 | -5 | -6 | -2 | 0.6 | 1 | 2
COc1ccc(C(=O)N(C)[C@H]2C[C@H]3c4[nH]c5cccc(-c6ccccc6)c5c4CCN3C[C@H]2[C@H](C)O)cc1 | 12 | 9 | -1 | . | 5 | -1 | -2 | . | . | -3
CCOC(=O)Cc1cnc(NC(=O)CSc2nc3ncnc(N)c3[nH]2)s1 | 0 | -2 | -1 | -1 | -6 | -3 | 3 | -0.7 | 3 | -3
CCC(=O)C1CCCN(C(=O)CCc2nnc(-c3ccc4c(c3)OCO4)o2)C1 (stereo not given) | -6 | 2 | 3 | -2 | -3 | -3 | -7 | 0.0 | 16 | -2
CC1CCCN(S(=O)(=O)c2ccc(C(=O)Nc3nnc(-c4ccco4)o3)cc2)C1 (stereo not given) | 41* | -2 | 10 | 8 | -2 | -4 | -2 | 0.6 | -3 | -10
O=C(c1cn(-c2ccccc2)nc1-c1cccc([N+](=O)[O-])c1)N1CCCCC1 | -4 | -5 | 2 | 2 | -4 | 1 | 1 | -2.7 | 2 | -3
Cc1noc(C)c1NC(=O)Nc1ccc2c(c1)C(=O)N([C@@H](C)CO)C[C@@H](C)[C@H](CN(C)S(=O)(=O)c1ccc(F)cc1)OCCCC[C@H](C)O2 | . | -4 | -2 | . | -2 | 3 | -3 | . | . | 3
N#Cc1ccsc1NC(=O)CN1CCCCC1 | 0 | -4 | 0 | 0 | 0 | 7 | 0 | -1.3 | -5 | 8
C/C(N)=C(/C#N)C(=O)COC(=O)c1cc(-c2cccc3ccccc23)nc2ccccc12 | 2 | 4 | -13 | -22 | -2 | -24 | -2 | 0.9 | -1 | 0
COC(=O)c1sc2nc3c(c(-c4cccs4)c2c1N)CCCC3 | 4 | 20 | 8 | -1 | 0 | 2 | 1 | -1.3 | 4 | 0
Nc1ccc(-c2ccc(N)c([N+](=O)[O-])c2)cc1[N+](=O)[O-] | 14 | 11 | -1 | 3 | 0 | 0 | -2 | -1.3 | 7 | 7
CCCNC(=O)CSc1nnc(-c2ccco2)n1C | 2 | -1 | 4 | -4 | -2 | 0 | 1 | -0.4 | 2 | 7
Cc1ccccc1OCC(=O)Nc1ccc2c(c1)C(=O)N(CCC(=O)O)C2=O | 5 | 4 | -2 | -4 | 3 | 2 | 1 | -0.6 | 3 | -2
O=C(/C(=C/c1ccccc1)n1cncn1)c1ccc(Cl)cc1Cl | 2 | 0 | -1 | -4 | -2 | -2 | 0 | -0.6 | -2 | -8
C=CC(=O)NC(NC(=O)C=C)c1ccccc1F | -4 | 4 | -5 | 5 | 7 | 7 | -9 | 1.2 | -9 | -21
Fc1ccc(CCNc2ncnc3[nH]ncc23)cc1 | 1 | -3 | -1 | 9 | 1 | -6 | 1 | -1.4 | -6 | 2

Records listed above shown as hits in PRMT1 inh.
SMILES	NR1D1 modulator	SIAE inh	HTRA1 inh	PRMT1 inh	ABHD4 inh	LEDGF integ inh	PG9 binder	TCR-CD3 inh	TDP2 inh
CCOC(=O)N1C(=O)C[C@](Sc2ccc(OC)cc2)(C(=O)N(C)C)[C@H]1c1ccc(OC)cc1	9	2	.	46*	0	-2	.	.	1

The list continues:
SMILES | rCAG binder | NR1D1 modulator | SIAE inh | HTRA1 inh | PRMT1 inh | ABHD4 inh | LEDGF integ inh | PG9 binder | TCR-CD3 inh | TDP2 inh
O=c1oc2cc(OCc3c(F)c(F)c(F)c(F)c3F)ccc2cc1-c1ccccn1 | 4 | 8 | -1 | 2 | -3 | 0 | 1 | -2.6 | -5 | -16
COc1ccc(OCC(O)CNC(=O)Nc2cccc3ccccc23)cc1 (stereo not given) | -5 | -4 | 2 | 0 | 1 | 1 | 1 | -0.8 | 1 | 12
CCc1cccc2c(C(=O)COC(=O)/C=C/c3ccc(O)c(OC)c3)c[nH]c12 | 22 | 1 | -12 | -31 | 1 | -22 | -2 | -0.7 | -1 | -6
CC(=O)c1c(COC(=O)c2ccco2)nc2ccccc2[n+]1[O-] | 0 | -3 | 14 | 11 | -2 | 5 | -2 | -1.0 | 1 | -4
O=C(Nc1ccc2c(c1)OCCO2)C(CCc1ccccc1)N(Cc1ccccc1)Cc1ccccc1 (stereo not given) | 12 | 6 | -6 | . | 2 | -7 | 0 | 0.7 | 7 | -6
COC(=O)C(NS(=O)(=O)c1cccc(S(=O)(=O)NC(C(=O)OC)c2ccccc2)c1)c1ccccc1 (stereo not given) | -1 | 5 | 0 | -9 | 0 | 4 | 2 | -1.5 | 7 | 0
CCSc1nnc(NC(=O)Cc2ccc(OC)c(S(=O)(=O)N3CCOCC3)c2)s1 | -2 | 1 | -5 | -2 | -1 | 3 | -1 | 0.9 | 5 | -5
Cc1ccccc1Cn1c(Cc2ccccc2)nc2ccccc21 | -6 | -1 | -1 | -40 | 2 | -7 | 3 | -1.3 | 5 | -16
CCOC(=O)Cc1csc(NC(=O)Nc2ccc(C)cc2)n1 | 21 | -3 | 7 | -10 | 1 | -6 | 1 | -1.3 | -4 | 8
CN(C)c1ccc(CC2C(=O)Nc3ccccc32)cc1 (stereo not given) | 1 | -1 | 7 | 10 | -6 | 6 | 3 | -4.4 | 4 | -8
O=C(CCCCCN1C(=O)[C@@H]2Cc3ccccc3CN2C1=O)NCCc1ccccc1 | -6 | -5 | 9 | -1 | 1 | -5 | 2 | -2.0 | 2 | 4
CCOc1ccc(NCc2cccn2-c2nnc(N3CCC(C(=O)NCCCN4CCCCC4C)CC3)s2)cc1 (stereo not given) | -3 | -4 | 10 | -3 | 0 | 1 | -2 | -0.4 | -1 | -1
Cn1c(Oc2ccccc2NCc2cc(Br)ccc2O)cc(=O)n(C)c1=O | 10 | 0 | 0 | 6 | 0 | -20 | 2 | -3.4 | -1 | -4
